PHOSPHO1 block: inhibitors of human PHOSPHO1 phosphatase; Q8TCT1; recombinant PHOSPHO1, absorbance phosphatase assay; inhibition, % at 13.3 µM; 290,000 compounds, 1.1% hits; in the data active = inhibition above about 60%
VIM-2 inhibitor: blocks Pseudomonas aeruginosa VIM-2 metallo-beta-lactamase; purified VIM-2, nitrocefin hydrolysis, epi-absorbance fluorescence; inhibition, % at 5.6 µM; 290,000 compounds, 0.89% hits;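 active = inhibition above the mean of all tested compounds plus 3 SD, cutoff set per screening run, cut at about 7.5% in these data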;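 note: red hydrolysis product quenches plate fluorescence so inhibitors raise well fluorescence; 0% = enzyme with DMSO and 100% = DMSO without enzyme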
NALP1 inh: inhibitors of NALP1 inflammasome in yeast; 280,000 compounds, 0.61% hits; inhibition, % at 10 µM; S. cerevisiae NALP1/ASC/caspase-1 growth, X-gal OD620, 72 h; in the data active = inhibition mostly above about 24%, no sharp cut-off; inactive = mostly below about 32%; note: some compounds called inactive have numbers as strong as hits
PfM18AAP inh: blocks P. falciparum M18 aspartyl aminopeptidase | recombinant PfM18AAP, H-Glu-NHMec fluorogenic cleavage | inhibition, % at 7.35 µM | 290,000 compounds, 1.2% hits;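 active = inhibition above the campaign mean inhibition over all tested compounds plus 3 SD, cut at about 28% in these data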;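 note: 0% = plate median of test compound wells and 100% = 2 mM ZnCl2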
IDE cell activ: IDE (human) activation, cell-based. activation, % at 5.96 µM. HEK cells, FAbeta-B cleavage, fluorescence polarization; 0% vehicle, 100% cell-free pure enzyme wells. P14735. 340,000 compounds, 0.073% hits;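 active = activation above the mean of all tested compounds plus 3 SD, set per screening campaign, cut at about 17% in these data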
IDE inh: inhibits human insulin-degrading enzyme in HEK cells | P14735 | FAbetaB cleavage, fluorescence polarization | inhibition, % at 5.59 µM | 320,000 compounds, 0.41% hits | AID 434962;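 active = percent inhibition above the average of all tested compounds plus 3 SD, set per screening campaign, cut at about 16% in these data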;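 note: IDE supplied by intact live HEK cells; FP after avidin binding of uncleaved biotin substrate so inhibition keeps polarization high; 0% = DMSO wells and 100% = 60 µM reference IDE inhibitor Ii1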
pCIP destab: lowers stability of the mouse p/CIP coactivator protein | F442A p/CIP-EGFP cells, EGFP fluorescence, 16 h | 290,000 compounds, 0.01% hits | decrease of EGFP signal, % at 10 µM | Q05BA5 | AID 1984;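 active = EGFP signal decrease of at least 30% at 10 µM or well 3 SD below plate mean, unless failing retest; inactive = the rest, including hits failing retest or dose response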; note: some compounds called inactive have numbers as strong as hits; many of its hits are not listed in these tables
Target sequence (Q05BA5 1-1403): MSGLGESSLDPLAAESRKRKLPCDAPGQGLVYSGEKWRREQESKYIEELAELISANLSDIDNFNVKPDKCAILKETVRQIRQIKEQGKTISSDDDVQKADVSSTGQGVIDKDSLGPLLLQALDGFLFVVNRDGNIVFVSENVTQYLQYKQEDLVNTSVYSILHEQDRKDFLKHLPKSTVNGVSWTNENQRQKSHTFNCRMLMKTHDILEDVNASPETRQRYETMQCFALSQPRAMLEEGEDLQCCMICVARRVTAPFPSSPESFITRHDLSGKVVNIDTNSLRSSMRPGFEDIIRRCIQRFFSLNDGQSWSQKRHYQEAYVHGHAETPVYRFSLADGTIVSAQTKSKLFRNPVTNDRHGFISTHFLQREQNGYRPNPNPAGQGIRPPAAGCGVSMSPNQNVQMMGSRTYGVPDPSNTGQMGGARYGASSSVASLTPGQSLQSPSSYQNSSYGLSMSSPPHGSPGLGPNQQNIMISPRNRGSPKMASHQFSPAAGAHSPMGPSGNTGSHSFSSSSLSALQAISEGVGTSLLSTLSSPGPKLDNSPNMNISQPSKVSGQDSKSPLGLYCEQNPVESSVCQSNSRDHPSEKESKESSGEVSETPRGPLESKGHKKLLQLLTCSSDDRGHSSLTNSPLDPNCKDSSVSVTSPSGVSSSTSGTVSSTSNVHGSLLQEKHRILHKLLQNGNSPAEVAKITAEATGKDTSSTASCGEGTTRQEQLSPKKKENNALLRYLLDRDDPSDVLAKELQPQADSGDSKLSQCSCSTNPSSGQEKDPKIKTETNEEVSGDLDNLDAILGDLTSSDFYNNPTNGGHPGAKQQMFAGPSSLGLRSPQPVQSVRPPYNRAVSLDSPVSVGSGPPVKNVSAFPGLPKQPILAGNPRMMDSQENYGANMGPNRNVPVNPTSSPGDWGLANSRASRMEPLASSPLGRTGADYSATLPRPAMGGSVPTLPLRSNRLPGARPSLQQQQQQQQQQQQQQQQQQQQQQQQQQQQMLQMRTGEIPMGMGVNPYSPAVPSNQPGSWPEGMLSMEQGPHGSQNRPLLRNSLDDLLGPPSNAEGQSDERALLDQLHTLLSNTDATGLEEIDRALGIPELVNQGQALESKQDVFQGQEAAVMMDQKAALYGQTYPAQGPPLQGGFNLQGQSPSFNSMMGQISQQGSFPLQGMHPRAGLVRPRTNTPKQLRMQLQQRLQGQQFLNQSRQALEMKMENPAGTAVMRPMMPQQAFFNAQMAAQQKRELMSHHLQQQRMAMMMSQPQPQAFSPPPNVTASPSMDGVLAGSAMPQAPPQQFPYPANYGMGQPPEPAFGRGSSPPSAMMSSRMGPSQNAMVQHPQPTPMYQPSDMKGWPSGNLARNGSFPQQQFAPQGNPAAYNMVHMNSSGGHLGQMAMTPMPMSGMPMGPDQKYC
IMP-1 inh: inhibitors of Pseudomonas aeruginosa IMP-1 metallo-beta-lactamase; inhibition, % at 5.6 µM; 290,000 compounds, 0.45% hits; AID 1556; purified IMP-1, nitrocefin hydrolysis, epi-absorbance fluorescence;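 active = inhibition above the mean plus 3 SD of all compounds in the same screening run, cut at about 4.5% in these data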;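 note: 0% = IMP-1 with DMSO and 100% = DMSO wells lacking enzyme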
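System – purified recombinant IMP-1 beta-lactamase · Input – IMP-1 dispensed at 0.2 nM · Timing – 15 min preincubation plus 25 min reaction at 25 °C · Signal – Epi-absorbance fluorescence, 480 nm excitation, 530 nm emission · Measure – percent IMP-1 inhibition derived from blank-referenced optical density · Controls – Enzyme-plus-DMSO low control, enzyme-free DMSO high control · Replication – singlicate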
GPR7 antagonist: blocks human GPR7 receptor signaling; inhibition, % at 4.4 µM; 290,000 compounds, 1.1% hits; GPR7-expressing cells, fluorescence antagonist assay; AID 1861; P48145; in the data active = inhibition above about 16%, passing the limit was not always enough;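 note: cells stimulated with the agonist NPW; 0% = agonist with vehicle and 100% = vehicle without agonist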
Numbers without * were called inactive; . = no result given.

SMILES	PHOSPHO1 block	VIM-2 inhibitor	NALP1 inh	PfM18AAP inh	IDE cell activ	IDE inh	pCIP destab	IMP-1 inh	GPR7 antagonist
Cc1cc([N+](=O)[O-])nn1Cc1noc(C(=O)NCc2ccc3c(c2)OCO3)n1	-6	-2.0	3	-6	1	6	6	-1.3	-5
CCOc1cc(C(=O)OC(C)C(=O)Nc2ncc(Cl)cc2Cl)ccc1OCC(=O)N1CCOCC1 (centres undefined)	-10	-3.8	25	-3	1	3	8	-3.5	3
CCCCC(=O)NCCc1ccc(S(N)(=O)=O)cc1	-20	-4.0	-6	6	4	4	-23	-3.5	-4
COc1ccc(CN=C(C)c2c(C(F)(F)F)[nH]n(-c3nc4ccccc4s3)c2=O)cc1	16	-2.9	5	2	5	-5	-10	-0.5	-1
C=C(C)C(=O)Nc1cccc(C2=NOC3(C2)C[C@@H](C(N)=O)N(C(=O)CCCCC)C3)c1 (some centres undefined)	31	.	4	.	4	-6	0	.	.
Cc1ccsc1C(=O)N1CCCC(CCC(=O)N2CCN(c3ccccn3)CC2)C1 (centres undefined)	41	-0.1	-13	3	0	3	-8	-0.6	-13
CCCCOC(=O)c1ccc(NC(=O)CSCc2n[nH]c(=O)[nH]2)cc1	14	-2.9	-1	-9	2	0	-18	-6.1	-1
Cc1nn(CC(=O)NCCc2ccccc2)c(=O)c2ccccc12	8	0.5	3	-6	-5	3	-4	0.9	5
CCN1C(=NCCOC)N[C@@H](CCc2ccccc2)[C@H](C(=O)OC)[C@H]1C	-193	0.6	20	0	3	1	6	-3.7	-5
OCCN(CC(O)COc1ccccc1)CC(O)Cn1ccc2ccccc21 (centres undefined)	-18	-1.6	15	1	-2	4	-2	-2.4	-4
COc1cc(C)c(S(=O)(=O)N2CCOCC2)c(C)c1C	51	-1.6	2	0	3	5	-23	-4.4	-4
O=C(Nc1nnc(C2CC2)o1)c1ccc(S(=O)(=O)N2CCCc3ccccc32)cc1	-2	.	-4	.	-4	0	-2	.	.
Cc1ccc2[nH]c(=O)c(CN3CCCCC3)c(-c3ccccc3)c2c1	19	2.8	-1	13	-1	3	-13	-2.0	-5
C[C@H](NC(=O)N1CCn2c1nc1ccccc12)C(=O)NCc1ccc(F)cc1	26	-3.3	12	3	-1	2	5	-4.4	-5
Cn1ccc(NC(=O)Nc2ccc(Cl)cc2)n1	51	-1.7	9	2	0	3	-15	-3.7	-12
COc1ccccc1OCC(=O)Nc1ccc2c(c1)OCCO2	49	-2.3	-10	-3	-3	-1	-18	-0.1	-1
Nc1nc(-c2ccc(Cl)cc2)cc(C(F)(F)F)n1	0	-3.6	26	3	5	1	-9	-3.0	-15
Nc1cccc(Oc2ccc3c(c2)C(=O)N(CC2CCCO2)C3=O)c1 (centres undefined)	41	1.0	12	-12	-3	0	-9	2.0	-12
Cc1nc(-c2ccccc2)sc1-c1n[nH]c(=S)n1C	29	-2.1	-8	5	1	5	-6	-4.4	-10
Cc1ccccc1CN1CCSc2sccc2C1=O	48	-2.1	11	-1	-8	-1	-9	-2.6	-8
COc1ccc(N(C(=O)Cn2nnc(-c3ccccc3F)n2)C(C(=O)NCC2CCCO2)c2ccc(Cl)cc2)cc1 (centres undefined)	17	-3.4	-5	-4	4	-6	-5	-0.7	-2
CCCN1CCC(NC(=O)C2CCN(C(C)=O)CC2)CC1	.	-0.7	21	1	-2	5	-1	-1.9	-15
Brc1ccc(-c2nnc(-c3cccnc3)c3conc23)cc1	.	-2.1	.	5	.	-1	.	-4.6	-9
CCCOc1ccc(C(=O)NNC(=S)NC(=O)c2ccccc2)cc1	-20	-2.6	-3	-5	-1	-1	1	-4.3	42*
CCOC(=O)/C(C#N)=C/c1ccc(N2CCCCC2)cc1	41	-3.1	7	1	-17	12	-8	-1.4	-2
N#Cc1ccc(N2CCOCC2)c([N+](=O)[O-])c1	36	-1.7	8	-1	3	-1	3	-3.9	-14
CC1=NNC(=O)C1CCC(=O)N/N=C(\C)c1ccccc1 (centres undefined)	-8	-3.6	8	-5	8	4	2	-1.3	-9
Cc1cc(-n2c(SCc3ccccc3F)nc3n[nH]c(C)c3c2=N)ccc1Cl	-28	-3.4	9	4	-3	-3	-20	-2.1	-12
S=C(NCc1ccccc1)NCc1ccccn1	23	-1.1	.	-15	5	2	-11	-3.2	-5
O=C(Cc1ccc(F)cc1)N1CCN=C1SCc1ccc([N+](=O)[O-])cc1	-15	-1.4	5	18	6	3	11	-0.3	16
COc1ccc(/C=C2\SC(=S)N(C(C)C(=O)NC3C=CS(=O)(=O)C3)C2=O)cc1 (centres undefined)	32	-1.9	5	18	4	5	3	-1.5	5
CCOC(=O)Cc1nnc(Nc2ccc(C)cc2)c2ccccc12	-6	-1.9	-8	-6	5	-9	1	-3.6	-16
CC(C)c1ccc(/C=C2\NC(=S)N(Cc3cccnc3)C2=O)cc1	-2	-2.2	-2	8	.	-2	-12	-2.9	-12
CN1CN(C)C(c2ccncc2)=C1c1ccncc1	-1	-2.0	-3	8	3	6	-2	-3.4	1
Nc1nonc1-n1nnc(C(=O)N/N=C/c2cc(Br)ccc2O)c1CSC1=NCCS1	-15	-3.7	-3	-1	3	-2	2	-5.0	0
COc1ccc(N2CCN(C(=O)CCS(=O)(=O)c3ccc4c(c3)NC(=O)C(C)S4)CC2)cc1 (centres undefined)	10	-1.8	9	5	1	2	-19	0.2	4
Cn1c(SCC(=O)Nc2ccc(NC(=O)c3ccccc3)cc2)nnc1-c1ccncc1	32	-5.2	-4	0	0	5	-2	-1.5	1
COc1cccc(/C=N/NC(=O)CNC(=O)COc2cccc(C)c2)c1O	16	-3.6	-18	11	6	1	7	-1.6	2
COC(=O)c1nc(NC(=O)c2ccccc2Cl)n[nH]1	30	-2.2	18	3	2	4	-9	-3.8	-9
COc1ccc(CCNC(=O)c2ccc3c(c2)NC(=O)CS3)cc1OC	18	0.7	4	-2	6	-4	-6	-1.8	-9

Marked active in GPR7 antagonist, of those listed so far:
SMILES	PHOSPHO1 block	VIM-2 inhibitor	NALP1 inh	PfM18AAP inh	IDE cell activ	IDE inh	pCIP destab	IMP-1 inh	GPR7 antagonist
CCCOc1ccc(C(=O)NNC(=S)NC(=O)c2ccccc2)cc1	-20	-2.6	-3	-5	-1	-1	1	-4.3	42*

The list goes on.
SMILES	PHOSPHO1 block	VIM-2 inhibitor	NALP1 inh	PfM18AAP inh	IDE cell activ	IDE inh	pCIP destab	IMP-1 inh	GPR7 antagonist
COc1ccc2c(c1)OC1(C)CC2C(C(=O)c2ccccc2OC)C(=O)N1 (centres undefined)	11	-0.5	24	-10	1	1	-6	-1.0	-3
COc1ccc(NC(=O)CSc2nc3ncccc3[nH]2)cc1OC	-4	-2.3	2	2	-4	0	-3	-1.3	-6
CSc1oc(-c2ccco2)nc1S(=O)(=O)c1ccc(F)cc1	-5	-1.6	-8	6	5	3	8	-3.0	-8
COc1ccc(S(=O)Cc2ccc(C(=O)NCc3cccc(OC)c3)o2)cc1 (centres undefined)	15	-0.2	-36	-9	2	-8	-9	-0.7	4
Cc1nc2[nH]c(=S)n(C)c(=O)c2nc1C	-11	-0.8	8	6	-1	7	-10	-2.9	-11
CC(=O)N1CCN(c2ccccc2NC(=O)c2cc(Br)ccc2Cl)CC1	-1	-2.2	-10	4	-3	-3	-14	-4.5	-6
CCOC(=O)Cc1csc(SCC(=O)Nc2cc(Cl)ccc2Oc2ccccc2)n1	-29	-4.6	12	5	3	-4	-5	-3.5	6
C=CCn1cc(C(=O)N2CCN(CC)CC2)c(=O)c2cc(S(=O)(=O)N(CC)CC)ccc21	24	-0.3	15	-1	-2	0	-11	-1.2	-14
Cc1ccc(CN2CCN(Cc3cc(=O)c4ccccc4[nH]3)CC2CCO)o1 (centres undefined)	22	-2.5	18	-2	6	7	-16	0.0	-1
CC1(C)CC(C(CC(=O)N2CCCC2)Cc2ccccc2)CCO1 (centres undefined)	5	1.1	.	12	8	-2	-4	-0.4	23*
COc1ccc(C2CC(c3cccs3)=NN2C(=O)c2ccccc2)cc1OC (centres undefined)	14	-2.3	-1	-8	0	3	3	-1.4	-7
CCCC(C(=O)NC1=NCCS1)c1ccccc1 (centres undefined)	17	-3.2	2	3	-1	-2	-31	-2.2	-13
O=C(O)c1cccc(NS(=O)(=O)c2ccc(-c3ccc(S(=O)(=O)Nc4cccc(C(=O)O)c4)cc3)cc2)c1	-10	-3.6	10	-6	5	-5	-2	-2.3	-10
COc1cc(OC)c2c(c1C(CCN1CCOCC1)c1ccc(N(C)C)cc1)OC(=O)CC2c1ccc(N(C)C)cc1 (centres undefined)	31	.	14	.	3	-6	-12	.	.
CSC1=C(C#N)C(c2cccs2)CC(=O)N1C (centres undefined)	-2	0.9	28	5	.	.	-16	-0.2	6
Cc1ccc(OC(=S)Nc2ccc(F)cc2)cc1	-10	-2.6	-2	-9	3	-5	-22	-6.6	11
CCOc1ccccc1N=Nc1c(C)[nH]n(-c2ccccc2)c1=O	-7	-0.5	-7	-3	0	4	6	-1.6	3
COCCCn1c(CCC(=O)O)ccc1-c1ccc(F)cc1	33	-2.1	26	13	1	-5	-11	0.8	-1
COc1cc(OC)cc(C(=O)NC2=NCCS2)c1	-11	-3.9	14	0	3	3	-4	-3.9	-9
Cc1c(NC(=S)N/N=C/c2ccc(Br)cc2)c(=O)n(-c2ccccc2)n1C	18	0.5	.	13	11	3	-7	-3.6	-9
CC(C)CNC(=O)CCc1nc(-c2ccccc2)no1	37	-2.0	-2	5	-2	11	-9	-2.2	-5
CCc1cc2cccc(C)c2nc1SCC(=O)NC1CCCC1	32	-0.4	28	9	-2	0	-11	-3.6	-8
CCOc1ccc(/C=N/NC(=O)NC23CC4CC(CC(C4)C2)C3)cc1O	11	-0.3	17	6	6	-4	6	-1.3	-27
CCOC(=O)c1ncn2c1C(=O)OC2(C)C	1	-1.4	26	1	-3	-8	-6	-0.6	-3
Cc1nc2c(-c3ccc(F)cc3)c(C)nn2c(C)c1CCC(=O)N1CCOCC1	-5	-3.6	0	1	12	-1	2	-4.9	-4
CSc1ccccc1NC(=O)CSCc1ccc(Br)cc1	-12	-1.5	0	-4	10	1	-4	-3.1	-8
CC(=O)Nc1ccc(SCC(=O)OCC(=O)NC(=O)NCCC(C)C)cc1	-21	-2.5	-8	2	6	1	-5	-3.5	-1
Cc1cc(C(=O)CN2C(=O)c3ccccc3C2=O)c(C)n1C1CC1	54	-3.0	10	0	1	-2	-3	-1.3	-5
CC(Oc1ccc2c(-c3ccccc3)cc(=O)oc2c1)C(=O)NC(Cc1c[nH]c2ccc(O)cc12)C(=O)O (centres undefined)	8	0.2	2	-20	7	4	3	-1.6	-9
N/C(=N\OC(=O)/C=C/c1ccccc1)c1cccnc1	39	-1.7	12	0	4	-2	10	-2.8	3
NC(=O)C(c1ccc(F)cc1)c1ccc(C(=O)c2ccccc2)cc1 (centres undefined)	56	-3.5	-1	9	0	0	-6	-2.7	12

Copied from the list:
Result for NC(=O)C(c1ccc(F)cc1)c1ccc(C(=O)c2ccccc2)cc1 (centres undefined) in pCIP destab: -6
Result for CC(Oc1ccc2c(-c3ccccc3)cc(=O)oc2c1)C(=O)NC(Cc1c[nH]c2ccc(O)cc12)C(=O)O (centres undefined) in NALP1 inh: 2
Result for Cc1nc2c(-c3ccc(F)cc3)c(C)nn2c(C)c1CCC(=O)N1CCOCC1 in NALP1 inh: 0
Result for Cc1cc(C(=O)CN2C(=O)c3ccccc3C2=O)c(C)n1C1CC1 in VIM-2 inhibitor: -3.0
